# Screening data (PubChem)
# NLRP3 yeast inh – inhibitors of NALP3 inflammasome in yeast | Yeast reconstituted NLRP3/ASC/caspase-1, beta-gal luminescence, 24 h | inhibition, % at 10 µM | 0.39% of 330,000 active;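 active = inhibition of 50% or more; inactive = inhibition below 50%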;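 also: plate controls were induced DMSO wells for no effect and uninduced yeast grown without galactose for full effect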
# SENP1 inh – blocks the human SENP1 SUMO protease catalytic domain; recombinant SENP1 catalytic domain, CyPet-SUMO1-YPet FRET cleavage; inhibition, % at 10 µM; 0.21% of 360,000 active; AID 624204;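 active = inhibition at least 30% at 10 µM, raw YFP signal under a set limit, fluorescence ratio 0.5 to 1.5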;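 also: 0% = enzyme with DMSO and 100% = no enzyme wells; some results filed as inactive read as strong as hits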
# Target sequence (Q9P0U3 419-644 limits assumed): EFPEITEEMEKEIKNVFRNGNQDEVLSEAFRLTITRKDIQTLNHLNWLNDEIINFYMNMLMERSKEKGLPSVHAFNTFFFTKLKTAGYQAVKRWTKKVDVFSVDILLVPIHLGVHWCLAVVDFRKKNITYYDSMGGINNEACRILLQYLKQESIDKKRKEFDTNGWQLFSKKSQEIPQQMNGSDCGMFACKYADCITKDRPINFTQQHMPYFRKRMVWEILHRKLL
#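 Assay system: hSENP1 catalytic domain, recombinant. Amount: SENP1 enzyme, 20 pM final. Schedule: 50 min reaction, RT, dark. Technique: FRET, CFP and YFP emission. Control set: no-enzyme wells low, DMSO-plus-enzyme wells high control.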
# SENP7 inh – inhibitors of human SENP7 protease | inhibition, % at 5 µM | Q9BQF6 | 1.5% of 330,000 active | recombinant SENP7, Z-RLRGG-aminoluciferin luminescence, 40 min;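 active = inhibition above about 50% at the single test dose, limit read from the data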;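 also: plate controls were DMSO with enzyme for no effect and no enzyme buffer wells for full effect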
# Target sequence (Q9BQF6 706-1050 limits assumed): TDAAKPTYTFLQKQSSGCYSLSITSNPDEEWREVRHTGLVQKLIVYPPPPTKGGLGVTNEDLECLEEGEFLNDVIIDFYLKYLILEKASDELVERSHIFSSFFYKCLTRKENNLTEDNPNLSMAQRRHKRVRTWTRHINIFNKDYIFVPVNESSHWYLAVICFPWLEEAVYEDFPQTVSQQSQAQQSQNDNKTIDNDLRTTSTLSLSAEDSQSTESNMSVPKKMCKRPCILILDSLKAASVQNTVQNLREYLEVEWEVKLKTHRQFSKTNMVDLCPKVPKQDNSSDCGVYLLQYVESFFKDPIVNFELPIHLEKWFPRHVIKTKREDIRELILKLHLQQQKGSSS
# SENP6 block – inhibitors of human SENP6 protease | 1.8% of 330,000 active | AID 2599 | inhibition, % at 10 µM | Q9GZR1 | Recombinant SENP6 catalytic domain, aminoluciferin luminescence;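 active = inhibition above about 50% at the single tested dose, limit read from the data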;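 also: plate controls were DMSO wells with enzyme for no effect and DMSO wells lacking enzyme for full effect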
# Target sequence (Q9GZR1 628-1112 limits assumed): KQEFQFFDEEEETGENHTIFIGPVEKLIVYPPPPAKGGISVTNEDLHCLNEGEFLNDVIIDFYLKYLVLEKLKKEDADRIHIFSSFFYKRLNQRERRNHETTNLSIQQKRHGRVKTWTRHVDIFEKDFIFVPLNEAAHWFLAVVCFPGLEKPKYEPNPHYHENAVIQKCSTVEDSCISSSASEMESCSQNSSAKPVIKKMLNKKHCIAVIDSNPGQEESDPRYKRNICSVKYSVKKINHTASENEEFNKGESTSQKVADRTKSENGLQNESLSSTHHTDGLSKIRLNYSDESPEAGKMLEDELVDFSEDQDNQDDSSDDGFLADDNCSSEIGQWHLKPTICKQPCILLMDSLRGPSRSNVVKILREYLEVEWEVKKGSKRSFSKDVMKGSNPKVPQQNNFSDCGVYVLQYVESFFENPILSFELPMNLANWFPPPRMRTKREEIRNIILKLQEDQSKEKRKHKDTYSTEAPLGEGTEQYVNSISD
# PfGluPho inh – PfG6PD (Plasmodium falciparum) enzyme inhibition. PfGluPho enzyme, NADPH resazurin-diaphorase fluorescence. 0.78% of 350,000 active. inhibition, % at 20 µM;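 active = inhibition reaching at least a set limit at 20 µM in the primary screen, cut at about 59% in these data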;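 also: 0% = DMSO wells with substrate and 100% = DMSO wells lacking glucose-6-phosphate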
# Apaf1 inhib – blocks human Apaf-1 apoptosome activity; inhibition, % at 20 µM; 0.71% of 330,000 active; reconstituted apoptosome caspase-3 activity, DEVD-Rh110 fluorescence; active = inhibition of at least 40% at 20 µM;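 also: plate controls were DMSO wells for no effect and DEVD-CHO caspase inhibitor wells for full effect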
#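 detection = Rh110 fluorescence intensity | test system = biochemical Apaf-1 apoptosome reconstitution | also added = cytochrome c and DEVD-Rh110 substrate | schedule = 30 min plus 50 min, RT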
# SENP8 block-1 – SENP8 protease inhibition; purified SENP8, Z-RLRGG-aminoluciferin cleavage, luminescence; inhibition, % at 10 µM; 1.2% of 330,000 active; AID 2540; Q96LD8; in the data active = inhibition above about 50%
# SENP8 block-2 – SENP8 (human) protease inhibition; AID 602440; recombinant SENP8, Nedd8 substrate fluorescence; Q96LD8; 0.64% of 360,000 active; inhibition, % at 20 µM; in the data active = inhibition mostly above about 40%, no sharp cut-off; inactive = mostly below about 27%
# HKDC1 inhibitor – HKDC1 (human) hexokinase inhibition; recombinant HKDC1, G6PDH/diaphorase resazurin coupled fluorescence; inhibition, % at 20 µM; 0.16% of 340,000 active; AID 493160;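 active = inhibition above about 35% when tested at 20 µM, limit read from the data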;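 also: plate controls were DMSO wells with enzyme for no effect and DMSO wells lacking enzyme for full effect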
#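 Assay system – recombinant HKDC1 (HK5) hexokinase enzyme, produced in-house · Input – HKDC1 at 5 µg/mL · Reagent – glucose plus 1 mM ATP as hexokinase substrates · Timing – 90 min reaction incubation at room temperature, dark · Measured by – G6PDH/diaphorase-coupled fluorescence, 1 mM NADP, 100 µM resazurin, 525/613 nm · Benchmarks – DMSO-enzyme wells negative, buffer-substituted wells positive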
# * marks the source's active call; other numbers are inactive results; nt = no result given.
SMILES,NLRP3 yeast inh,SENP1 inh,SENP7 inh,SENP6 block,PfGluPho inh,Apaf1 inhib,SENP8 block-1,SENP8 block-2,HKDC1 inhibitor
CCN(CCNC(=O)c1ccc2nc(-c3ccccc3NC(C)=O)c(=O)[nH]c2c1)c1ccccc1,8,-15,1,-1,37,9,-6,1,-8
COc1ccc(OC)c(C2NC(=O)c3sc(=S)n(-c4ccccc4)c3N2)c1 (stereo not given),7,2,-4,4,36,-8,0,-220,12
CCS(=O)(=O)N1Cc2ccccc2CC1C(=O)NCc1cccc(OC)c1 (stereo not given),15,1,-9,0,15,0,-6,2,-5
Cc1ccc(S(=O)(=O)N2CCN(CN3C(=O)CC4(CCCC4)C3=O)CC2)cc1,20,1,2,-4,-1,-7,13,3,-7
CCCC1=Nc2cc(C(=O)NCCCOC(C)C)ccc2Sc2ccccc21,8,2,-8,-5,-7,25,-7,19,2
COc1ccccc1N1CCN(C(=O)CN(C2CCCCC2)S(C)(=O)=O)CC1,7,-1,-9,1,-14,-4,5,5,-4
COc1ccc(Oc2ncnc3sccc23)cc1,-23,-2,-15,-19,-9,3,-15,2,0
CCOc1ccc(NC(=O)N2CCC(C(N)=O)(N3CCCCC3)CC2)cc1,-1,2,8,2,-10,-2,-1,36,-3
COc1cc(C)ccc1OCCOCCOc1c(C)cc(C)cc1Br,0,2,8,3,10,19,5,8,1
CCOC(=O)c1c(-c2cccs2)csc1NC(=O)c1ccco1,2,1,-5,-18,3,1,-2,-282,5
Cc1ccc(S(=O)(=O)N(C)C)cc1NC(=O)Nc1ccccc1,-8,-2,-1,-10,31,1,0,19,1
Cc1ccc(CNC(=O)C2CCC(=O)N(C3CCCC3)C2)c(F)c1F (stereo not given),6,3,6,9,8,-2,-1,5,3
Cn1nnnc1SCC1=C(C(=O)O)N2C(=O)C(NC(=O)C3CC3c3ccccc3)C2SC1 (stereo not given),10,-2,-2,-26,-1,0,-8,8,-7
Nc1ccc(O)c2c(=O)cc(-c3ccccc3Cl)oc12,31,1,36,60*,10,1,53*,16,6
CN(CC(=O)Nc1ccc(N2CCOCC2)cc1)CC(=O)Nc1ccc([N+](=O)[O-])cc1Br,-3,2,-7,13,14,7,-10,21,-5
O=C(NCc1cccnc1)c1cnc2ccccc2n1,4,0,-1,-34,-8,-8,-1,0,3
Cc1cc([N+](=O)[O-])ccc1NC(=O)c1ccco1,19,-1,0,4,21,-10,-3,6,-13
CC1CCCN(S(=O)(=O)c2ccc3oc(=O)ccc3c2)C1 (stereo not given),-7,1,-5,-9,-5,12,-5,6,-5
O=C(NC1CC1)c1cc2cc(Br)ccc2s1,21,1,-11,-9,0,16,-22,2,0
O=C1OCCC1Sc1nnc(-c2ccc(Cl)cc2)n1Cc1ccccc1 (stereo not given),5,2,10,16,17,7,-5,10,-14
S=C(NCCc1ccccn1)NC1CC2CCC1C2 (stereo not given),11,1,1,4,3,-27,8,13,-2
O=C(CSc1ccc2c(c1)OCCO2)Nc1cccnc1Cl,18,2,-1,-8,-12,7,-9,11,-6
Cc1cc(C)nc(SCc2nnc(SCC(=O)Nc3ncc(C)s3)n2Cc2ccco2)n1,2,-4,-10,-9,-16,10,-3,25,2
CC(C)Oc1cccc(C(=O)NC(=S)NCc2cccnc2)c1,-3,0,-1,-11,-13,-4,-2,-1,-1
O=C(Cc1c(Sc2ccccc2)c2ccccc2n1Cc1ccccc1)NCCO,2,0,4,-8,23,6,-6,2,6
C[C@H](CO)N1C[C@H](C)[C@@H](CN(C)C(=O)Nc2ccccc2)Oc2c(cccc2N(C)C)C1=O,7,2,4,-23,1,-6,-2,-8,-5
CCN(CC)c1c([N+](=O)[O-])c(=O)sc2ccccc12,2,-3,-6,-2,21,1,22,8,-7
CN1C(=O)c2ccccc2C(O)c2ccccc21 (stereo not given),-3,5,5,17,-7,-5,0,5,-5
CC1CN(C(=O)CCC(=O)NC2CCN(Cc3ccccc3)CC2)c2ccccc2O1 (stereo not given),14,-1,-8,-24,11,19,-16,2,-6
CC/C(C)=N/Nc1nc2sc3c(c2c(=O)[nH]1)CC(C)(C)OC3,-7,9,8,6,2,7,-7,-231,0
CCOCCCNC(=O)CN1CCN(Cc2ccccc2C)C1=O,20,2,-7,-3,-6,4,4,5,-5
O=C(Nc1ccccc1C(=O)NCCN1CCOCC1)c1ccc(Cl)cc1Cl,1,-3,2,2,2,7,-7,8,-11
CN(C)C(CNC(=O)c1ccc(S(=O)(=O)N(C)C)cc1)Cc1ccccc1 (stereo not given),-7,0,5,-27,-7,1,8,13,4
CC(=O)c1ccc(NC(=O)C(C)OC(=O)C2CCN(c3ccc(C(F)(F)F)cn3)CC2)cc1 (stereo not given),7,0,1,-9,5,24,3,-25,1
COC(=O)c1ccc(COC(=O)C23CC4CC(CC(O)(C4)C2)C3)o1,-4,1,6,0,-6,8,-3,27,-6
Cc1ccc(NC(=O)COC(=O)Cc2ccsc2)c(C)c1,12,1,0,7,-9,0,10,14,-5
CCOC(=O)C1=C(C)NC(C)=C(C(=O)OCC)C1c1ccc(OC)cc1,7,-1,-7,-13,-3,19,-5,-343,3
CN/N=C/c1ccc(C#N)cc1,16,-1,0,8,10,0,0,16,-11
COc1ccccc1CNCC(=O)Nc1ccc(C#N)cc1,-8,0,-5,-8,12,0,-7,21,-4
O=C(Nc1ccccc1)OCCCCOC(=O)Nc1ccccc1,nt,-1,nt,nt,2,nt,nt,7,-5
Cc1nc2c(Cl)cccc2[nH]1,9,1,3,1,-3,0,1,19,-3
CCN(CC)CCCNC(=S)N1CCN(c2nc(-c3ccc(F)cc3)cs2)CC1,25,11,0,6,-11,25,-10,22,4
Cc1[nH]c2ccccc2c1/C=N/Nc1nc(N2CCCCC2)nc(N2CCCCC2)n1,22,-8,1,-10,-8,-11,-6,9,10
CNC(=S)N(CCc1c(C)[nH]c2ccc(C)cc12)Cc1cccnc1,12,0,0,-2,10,7,3,14,-4
C#CCN1C(=O)C(O)(c2c(C)[nH]c3ccccc23)c2ccccc21 (stereo not given),4,-36,5,-7,29,2,1,-51,15
CCOC(=O)N1CCN(C(=O)COC(=O)CSc2ccc([N+](=O)[O-])cc2)CC1,5,6,-2,-3,5,8,1,9,-6
COc1ccc(CCNC(=O)Cn2nnc(-c3ccc(N(C)C)cc3)n2)cc1OC,3,-1,-5,10,-4,3,-6,0,-4
O=C(CN1CCN(S(=O)(=O)c2ccc(Cl)s2)CC1)N1CCOCC1,-4,1,-4,-15,-4,-15,0,20,-4
Cc1ccc(S(=O)(=O)Nc2nnc(C3CCCCC3)s2)cc1,-14,2,-6,-15,2,8,1,14,2
Cc1cc(C)n(-c2ccc([N+](=O)[O-])cc2)n1,12,0,-1,-2,-19,-2,-4,18,0
N#Cc1nc(-c2ccc(F)cc2)oc1N1CCC(C(N)=O)CC1,14,0,-12,-12,-15,4,-7,-312,3
C=CCOC(=O)C1=C[C@H](c2ccc3c(c2)OCO3)C[C@H](OCCCCO)O1,12,-2,-2,3,-7,9,-7,-98,2
Nn1c(SCC(=O)Nc2ccc3c(c2)OCCO3)nncc1=O,1,1,-14,-9,0,1,-15,2,-11
CCOC(=O)c1c(NC(=O)Cc2ccccc2)sc2c1CCN(CC)C2,24,-168,-10,-29,3,17,-11,3,-1
CC(C)OCCCn1c(=O)c2ccccc2n2c(CCC(=O)NCc3ccccn3)nnc12,10,1,13,-13,10,-9,-5,-2,2
CN(C)c1ccc(C(=O)N2CCCC(N3CCN(Cc4ccc5c(c4)OCO5)CC3)C2)cc1 (stereo not given),9,0,5,-10,-7,-3,-2,6,5
O=C(NCC(c1ccco1)N1CCCCC1)c1ccc(COc2ccccc2)cc1 (stereo not given),29,-1,9,-12,3,30,-14,4,-2
CCOC(=O)C1C(=O)C(=O)N(Cc2ccccc2)C1C(=O)OCC (stereo not given),nt,2,nt,nt,-7,nt,nt,-2,-3
COc1cccc(OCCNS(=O)(=O)c2ccccc2[N+](=O)[O-])c1,17,1,7,-17,27,3,6,-1,-4
CN(C)CCC1CCN(c2cc(C#N)c(C#N)cc2[N+](=O)[O-])CC1,16,1,8,2,-1,-3,3,23,-7

# Going on with the list.
SMILES,NLRP3 yeast inh,SENP1 inh,SENP7 inh,SENP6 block,PfGluPho inh,Apaf1 inhib,SENP8 block-1,SENP8 block-2,HKDC1 inhibitor
CCC(C)(C(=O)NC1CCCC1)N(C(=O)CC1NC(=O)NC1=O)c1c(C)n(C)n(-c2ccccc2)c1=O (stereo not given),-3,4,6,-3,-5,-13,5,5,-5
CC(C)CNS(=O)(=O)c1ccc(CCC(=O)NC2CCCC2)cc1,13,-1,-4,-14,-24,-6,-8,8,5
COc1cc(OC)cc(C(=O)NCCCCNC(=O)c2cc(OC)cc(OC)c2)c1,3,0,-5,-2,9,-6,-7,6,0
OC(CSc1c(Cl)cccc1Cl)CN1CCN(c2ccc(F)cc2)CC1 (stereo not given),1,1,2,-4,9,19,3,31,8
Cn1nnnc1P(=O)(c1ccccc1)c1ccccc1,-4,1,-3,11,-26,-4,4,10,9
Cn1c(=O)c2sccc2n2c(CCCC(=O)N3CCCCC3)nnc12,-4,0,-3,9,5,10,19,4,-5
O=C(CCc1ccccc1)NC(=S)Nc1ccc2c(c1)C(=O)OC2,8,0,-6,-18,13,12,-10,7,-3
O=C(COc1ccccc1N1C(=O)c2ccccc2C1=O)c1ccc(Cl)cc1,-1,1,0,-10,-8,3,-3,11,1
COc1ccccc1N1CCN(C(=O)CN(Cc2ccc(Cl)cc2)S(C)(=O)=O)CC1,3,1,7,-7,-2,5,-5,16,0
COc1ccccc1NC(=S)N(CCc1c(C)[nH]c2ccccc12)Cc1cccs1,24,-15,6,0,4,-5,-7,-18,1
CN(C)CCCN(C(=O)c1ccc(S(=O)(=O)N(C)Cc2ccccc2)cc1)c1nc2cc3c(cc2s1)OCO3,21,0,-5,-9,16,25,1,9,2
CCCCC(=O)c1ccc(O)cc1,-17,0,-2,-16,9,-22,-12,16,-2
COC(=O)c1ccc(N=CC2=C(O)CC(c3ccccc3)CC2=O)cc1 (stereo not given),39,-11,-2,-23,10,0,-8,-349,2
Cc1cc(C)nc(NNC2=CC(=O)CC(C)(C)C2)n1,18,8,-3,-24,-4,7,-11,2,-2

# Whole records, looked up by structure. Values in the order: NLRP3 yeast inh, SENP1 inh, SENP7 inh, SENP6 block, PfGluPho inh, Apaf1 inhib, SENP8 block-1, SENP8 block-2, HKDC1 inhibitor
# Record of `CC1CN(C(=O)CCC(=O)NC2CCN(Cc3ccccc3)CC2)c2ccccc2O1` (stereo not given) → 14, -1, -8, -24, 11, 19, -16, 2, -6
# Record of `CN(C)C(CNC(=O)c1ccc(S(=O)(=O)N(C)C)cc1)Cc1ccccc1` (stereo not given) → -7, 0, 5, -27, -7, 1, 8, 13, 4
# Record of `COc1ccccc1N1CCN(C(=O)CN(C2CCCCC2)S(C)(=O)=O)CC1` → 7, -1, -9, 1, -14, -4, 5, 5, -4
# Record of `O=C(COc1ccccc1N1C(=O)c2ccccc2C1=O)c1ccc(Cl)cc1` → -1, 1, 0, -10, -8, 3, -3, 11, 1
# Record of `O=C(CN1CCN(S(=O)(=O)c2ccc(Cl)s2)CC1)N1CCOCC1` → -4, 1, -4, -15, -4, -15, 0, 20, -4
